# Bioassay records from PubChem.
# Y pestis TopoI: Y. pestis Topo-I inhibition via cleavage products | Y. pestis Topo-I cleavage product accumulation, plate reader | activity, % at 10 µM | 360,000 tested, 0.064% active | AID 504884; in the data active means activity above about 50%, passing the limit was not always enough; inconclusive means no clear call, values can overlap the other calls; further: inactives centre near 2
# SARS 3CLpro inh: SARS-CoV 3CLpro protease inhibition. inhibition, % at 6 µM. P0C6X7. 290,000 tested, 0.14% active. recombinant SARS-CoV 3CLpro, quenched FRET peptide cleavage; in the data active means inhibition above about 12%
# BH1578 lux ind: inducers of Vibrio cholerae quorum light production without autoinducers; V. cholerae BH1578 lux reporter, luminescence, 6 h; activation, % at 18.7 µM; 350,000 tested, 0.16% active; AID 588436; in the data active means activation mostly above about 9.7%, no sharp cut-off; inconclusive means no clear call, values can overlap the other calls; inactive means mostly below about 3.7%; further: not every result past the cut was called active; inactives centre near 0; reference of the scale not given here
# TcdB inh: TcdB glycohydrolase inhibition; P18177; 350,000 tested, 0.24% active; TcdB glycohydrolase enzymatic assay, plate reader; AID 652162; inhibition, % at 9.99 µM; in the data active means inhibition above about 10%
# PrPC surface inh: cell surface PrPC inhibition, primary TR-FRET screen; P04156; TR-FRET read-out; inhibition, % at 13.8 µM; 370,000 tested, 0.43% active; AID 720596; in the data active means inhibition above about 24%; further: 0% = median of the test wells and 100% = reference compound wells
# PfHsp40 rescue: rescue of PfHsp40-mediated yeast toxicity; growth rescue, % at 12.5 µM; S. cerevisiae expressing PfHsp40, growth rescue, ATP luminescence; 340,000 tested, 0.68% active; in the data active means growth rescue above about 28%, passing the limit was not always enough; inconclusive means no clear call, values can overlap the other calls;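 further: yeast W303a lacking pdr1 and pdr3 grown in galactose medium; growth measured after three days at 30 °C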
# Anthrax LF inh2: anthrax lethal factor protease inhibition; multiplex microsphere protease cleavage assay, LF; P15917; inhibition, % at 10 µM; 360,000 tested, 0.12% active; further: plate controls were buffer without enzyme for full effect and enzyme alone for no effect
# Target sequence (P15917 whole entry, looked up): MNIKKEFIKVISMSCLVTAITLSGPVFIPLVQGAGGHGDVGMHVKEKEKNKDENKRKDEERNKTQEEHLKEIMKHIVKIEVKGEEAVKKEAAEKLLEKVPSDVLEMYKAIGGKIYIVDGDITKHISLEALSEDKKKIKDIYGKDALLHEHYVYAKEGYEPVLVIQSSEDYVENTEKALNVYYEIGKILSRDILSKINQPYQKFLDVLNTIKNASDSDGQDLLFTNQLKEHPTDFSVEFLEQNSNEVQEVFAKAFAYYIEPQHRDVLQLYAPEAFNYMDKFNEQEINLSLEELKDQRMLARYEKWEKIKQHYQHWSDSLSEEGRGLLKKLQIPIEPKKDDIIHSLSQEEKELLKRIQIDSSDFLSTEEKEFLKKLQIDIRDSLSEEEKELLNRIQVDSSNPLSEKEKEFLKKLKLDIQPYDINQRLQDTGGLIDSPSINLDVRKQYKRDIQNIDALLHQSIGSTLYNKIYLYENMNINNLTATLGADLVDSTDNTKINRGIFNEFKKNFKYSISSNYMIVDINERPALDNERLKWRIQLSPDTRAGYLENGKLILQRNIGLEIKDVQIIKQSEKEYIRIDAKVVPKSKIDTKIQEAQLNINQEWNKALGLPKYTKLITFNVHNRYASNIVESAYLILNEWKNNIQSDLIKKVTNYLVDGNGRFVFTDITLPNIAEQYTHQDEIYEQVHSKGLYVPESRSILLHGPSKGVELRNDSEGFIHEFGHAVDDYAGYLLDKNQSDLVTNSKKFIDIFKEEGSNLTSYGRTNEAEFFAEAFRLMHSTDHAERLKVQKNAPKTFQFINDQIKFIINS
# PriA SSB inh: inhibitors of Klebsiella pneumoniae PriA binding to SSB C-terminal tail. AlphaScreen SSBct-PriA binding, biotinylated peptide. inhibition, % at 33 µM. 430,000 tested, 0.6% active; in the data active means inhibition mostly above about 37%, no sharp cut-off; inactive means mostly below about 20%;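 further: plate controls were negative control peptide for no effect and reference peptide for full effect; strong numbers were not always called active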
# BoNT A protease: blocks Botulinum neurotoxin A light chain protease. inhibition, % at 10 µM. AID 588499. 360,000 tested, 0.17% active. multiplex microsphere protease substrate cleavage, flow cytometry; further: plate controls were buffer without enzyme for full effect and enzyme alone for no effect
# * hit, by the source's call; i = inactive; ? = inconclusive; . = not tested or not shown; & = joins results of further samples. Unless noted, no stated cut-off is given here; in the data, active means inhibition above about 30%; inconclusive means no clear call, values can overlap the other calls; inactive means below that. Only part of the results is shown; count on the stated rates, not on these rows.
SMILES,Y pestis TopoI,SARS 3CLpro inh,BH1578 lux ind,TcdB inh,PrPC surface inh,PfHsp40 rescue,Anthrax LF inh2,PriA SSB inh,BoNT A protease
CCc1ccc(N(CC(=O)NC2CCCCC2)C(=O)CNC(=O)c2ccco2)cc1,29,3,-0.3,2.0,5,-0.5,1,-3,-6.0
CN(C)c1ccc(C(CNC(=O)c2ccccc2Br)c2c[nH]c3ccccc23)cc1 (stereo unspecified),-5,0,-0.4,1.2,-4,0.0,2,1,-0.4
CCOC(=O)NC1C=CS(=O)(=O)C1 (stereo unspecified),-6,0,0.6,.,1,-0.1,-1,-2,0.0
COc1cc(/C=C(\C#N)c2nc3ccccc3s2)ccc1OCC(=O)Nc1ccccc1,6,1,-0.3,.,.,0.4,2,-17,1.8
COc1ccc(OCc2cc(C(=O)N(C)C3CCOC3)no2)c(Cl)c1 (stereo unspecified),-3,0,-0.4,1.2,1,-2.0,.,-5,.
CCOc1ccc(/C=N/NC(=O)CC(=O)NCc2ccccc2)cc1,-4,-4,0.5,0.5,0,-0.7,0,.,0.9
Cc1csc(NC(=O)c2c(-c3c(F)cccc3Cl)noc2C)n1,1,.,i,-0.6,13,-1.0,0,-3,0.1
Cc1nn(C(=O)CNC(=O)c2ccccc2)c(C)c1C,4,1,i,0.3,8,0.5,-3,9,-1.8
O=C(c1ccc2c(=O)n(C3CCCC3)c(=S)[nH]c2c1)N1CCCCCC1,8,2,1.6,-0.2,0,-2.3,2,-4,0.3
O=C(NCCC1CCCCN1S(=O)(=O)c1cccs1)C(=O)Nc1ccccc1 (stereo unspecified),29,.,i,1.1,5,2.1,-2,-11,-1.8
COc1ccc(C(CNC(=O)c2cncc(Br)c2)N(C)C)cc1 (stereo unspecified),8,1,-0.5,0.1,1,-0.8,-8,5,-0.7
Nc1ncnc(NC2CCS(=O)(=O)C2)c1[N+](=O)[O-] (stereo unspecified),-2,0,0.6,0.6,-3,0.2,0,-11&-4,-0.6
CN(C)c1ccc(/C=C/c2nc3ccccc3c(=O)n2CCO)cc1,19,-6,-0.5,0.3,2,-1.7,-6,-14,-0.5
O=C(CN1C(=O)C2C3CCC(C3)C2C1=O)OCC(=O)c1ccccc1 (stereo unspecified),9,0,-1.7,0.7,3,-1.4,-2,2,-0.7
CC(=O)Oc1ccc2c(=O)c(Oc3ccccc3)coc2c1OC(C)=O,-3,0,-0.3,.,2,-0.6,2,5,0.6
COc1ccc(CCCC(=O)NC2CCCCC2)cc1,-3,2,-1.0,.,1,0.0,0,-17,-0.6
COc1ccc(NC(=O)CN2C(=O)NC3(CCCC3)C2=O)cc1,9,-8,-0.2,-0.2,3,-1.5,-1,-15,-0.5
CCOC(=O)c1c(C)n(C)c2ccc(O)c(CN(CC)CC)c12,-5,3,i,.,-1,-1.3,-10,-9,-1.2
CCN1CCN(C(=O)c2c(-c3ccccc3)noc2C)CC1,6,-3,-0.3,0.0,-5,-0.1,2,1,0.8
CC(CN1CCCC1)OC(=O)c1cccc(F)c1 (stereo unspecified),-3,-7,i,-0.1,4,-0.1,-2,4,-2.1
C=CCNc1nc(S(=O)Cc2ccc(C)cc2)nc2c1CCCC2 (stereo unspecified),5,1,-0.3,1.0,4,1.1,-1,-10,0.1
Cc1nn(Cc2ccccc2)c(Cl)c1C(=O)NCc1ccco1,2,-1,-0.2,0.4,5,2.8,-2,5,-1.1
COc1ccc(CCNS(=O)(=O)c2cc3c4c(c2)CCN4C(=O)CC3)cc1OC,1,.,-1.8,1.2,-6,-0.4,-2,-15,0.2
CC(C)(C)c1ccc(OCC(=O)NCCN2CCOCC2)cc1,-3,-4,i,-0.7,-3,0.1,-2,-1,0.2
c1ccc(CSc2nc3ccccc3[nH]2)cc1,3,5,i,2.1,5,4.0,-5,-11,-0.5
CCCS(=O)(=O)Nc1cccc(-c2nc3cccnc3s2)c1,-5,0,-0.6,0.3,3,-0.4,-1,-3,-0.6
O=C(NC(=O)c1ccc(F)cc1)Nc1nc(-c2cccs2)cc(C(F)(F)F)n1,19,0,-0.3,1.1,11,-0.6,2,-16,0.3
COCCNC(=O)CN(C(=O)c1ccc(N2CCCC2)nc1)c1ccccc1,-7,-2,-0.3,0.4,-8,-0.2,-1,-7,-0.3
COc1ccc(NC(=O)CC(c2ccccc2)c2ccco2)cc1 (stereo unspecified),1,4,0.7,0.3,6,1.4,-4,5,-0.7
CN1CCN(C(=O)/C(=C/c2cn(S(=O)(=O)N(C)C)c3ccccc23)NC(=O)c2ccccc2)CC1,12,5,i,1.4,-13,1.5,1,-7,2.0
CC(NC(=O)CN1C(=O)NC2(CCCCC2)C1=O)c1ccc(S(N)(=O)=O)cc1 (stereo unspecified),-3,.,-1.2,2.0,0,-1.1,-1,-13,-7.0
CCCN1CCC(NC(=O)Cc2ccccc2C)CC1,2,4,-0.3,-0.5,-6,17,-2,-3,1.2
COc1cccc(NC(=O)CN(C)CC(=O)NCc2ccc(F)cc2)c1,1,.,i,-1.8,-1,-1.9,2,9,-0.3
CC(C)CCN(CCC(C)C)CC(O)Cn1c2ccccc2c(=O)c2ccccc21 (stereo unspecified),3,0,-0.3,-1.7,5,-0.8,2,-10,6.5
Cc1ccccc1S(=O)(=O)N1[C@@H](c2cccc(Cl)c2)C(C(=O)OC(C)(C)C)=CC[C@H]1c1ccc(Cl)cc1,.,.,.,0.9,0,.,-9,.,-0.9
CNC(=O)C1CC(=O)N(CCc2ccc(OC)c(OC)c2)C(=Nc2ccc(F)cc2)S1 (stereo unspecified),15,0,-0.3,1.2,-5,-1.4,-5,-8,0.4
COc1ccc(OC)c(NC(=O)Cn2c(=O)oc3ccccc32)c1,-3,0,-0.2,.,-2,-0.1,-2,-15,-0.5
Clc1ccc(-n2ncc3c(N4CCCCCC4)ncnc32)cc1,-6,3,-0.3,0.6,-10,-0.3,3,-8,0.4
CCn1cnc2sc(C(=O)Nc3ccccc3OC)c(C)c2c1=O,2,-4,i,0.5,-2,0.2,-2,-1,-0.2
COCCn1c(SCC(=O)NC2CCCCC2)nc2c(c1=O)SCC2,0,-3,i,-1.0,1,0.3,-1,-9,-0.5
COc1ccc(S(=O)(=O)N(C)C[C@@H]2Oc3cc(C#CC4CCCCC4)ccc3S(=O)(=O)N([C@@H](C)CO)C[C@@H]2C)cc1,10,.,2.4,0.5&-0.7&-0.5,-5,.,-7,.,-0.4
CC(C)(C)c1ccc(CC(=O)N2CCC2(C)C(=O)NS(=O)(=O)c2cccc(OC(F)F)c2)cc1 (stereo unspecified),-7,.,0.4,-2.2,6,.,-6,.,-0.5
O=C(Nc1nc2c(F)cc(F)cc2s1)C1CC1,-3,3,-0.4,1.1,-3,-0.4,-6,-4,-0.8
Cc1noc(C)c1C(=O)N1CCOCC1,5,-2,-1.3,.,-3,0.6,-1,-8,-1.1
C/C(=N\NC(=O)C1CC1)c1ccccc1O,9,2,i,0.1,14,-0.7,-5,.,-0.3
COCCCNC(=O)C[C@H]1C[C@H](C(=O)N2CCOCC2)[C@@]2(CCC3CCCC3)c3[nH]c4cc(-c5ccco5)ccc4c3CCN2C1=O,?,.,-0.2,0.0,-3,-1.2,-4,8,0.7
CCOC(=O)c1ccccc1NC(=O)Cn1cnc2c(cnn2-c2ccc(F)cc2)c1=O,-1,-6,-0.6,.,6,0.4,-4,-3,-0.4
CCCC(=O)Nc1cc(C)c(NC(=O)c2ccncc2)cn1,-1,4,4.5,.,0,0.4,-1,-10,0.5
C[C@H]1CCC(=O)N([C@H](CC#N)Cc2ccccc2)CC1,-2,-2,-0.2,1.1,-2,-0.2,0,-4,-0.9
O=C(C1CC(c2ccc(F)cc2)=NO1)N1CCc2ccccc2C1 (stereo unspecified),8,-2,i,0.6,-1,4.5,-14,4,-0.9
O=C(O)c1cccc2c1C(=O)c1ccc(Cl)cc1S2(=O)=O,4,.,-0.3,0.9,-31,0.2,-3,-10,0.0
O=C(Cc1nnc(NC(=O)c2ccccc2)s1)N/N=C/c1cccc(O)c1,-18,1,1.0,1.1,-6,-1.2,14,.,0.8
Cc1cc(NC(=O)c2cc([N+](=O)[O-])cc([N+](=O)[O-])c2C)no1,12,4,-0.3,0.0,-36,0.4,-9,4,0.4
CC1(C(=O)NC2CCCC2)CCC(=O)N1CCOc1ccccc1 (stereo unspecified),.,.,.,-1.2,-6,.,-8,.,0.0
CCOC(=O)c1ccc(NC(=O)CS(=O)(=O)c2cn(CC)c3ccccc23)cc1,1,0,-0.3,.,5,-0.5,3,-18,0.3
CCCOc1ccc(CSC2=NCCN2)cc1[N+](=O)[O-],2,3,-1.0,.,0,0.5,-9,-4,0.2
COc1ccc(C)cc1NC(=O)C1CC(=O)OC12CCCCC2 (stereo unspecified),-8,2,-1.2,-2.6,0,0.2,-1,-4,-1.0
COc1ccc(C(=O)NNC(=O)C2CCCN(C3CC(=O)N(c4ccccc4)C3=O)C2)cc1 (stereo unspecified),-7,-5,-0.3,0.9,1,3.8,-11,-3,-1.5
O=C(NCCCc1ccccc1)c1cc(COc2c(F)cccc2F)on1,33,3,-0.4,1.3,-4,0.6,-1,-28,-1.2
CCOC(=O)c1cc(NC(=O)c2ccco2)ccc1N1CCOCC1,-2,8,2.7,0.1,-2,2.3,-3,4,-0.7

# Part of the list above, with each value named.
> C[C@H]1CCC(=O)N([C@H](CC#N)Cc2ccccc2)CC1
  Y pestis TopoI: -2 | SARS 3CLpro inh: -2 | BH1578 lux ind: -0.2 | TcdB inh: 1.1 | PrPC surface inh: -2 | PfHsp40 rescue: -0.2 | Anthrax LF inh2: 0 | PriA SSB inh: -4 | BoNT A protease: -0.9

> O=C(C1CC(c2ccc(F)cc2)=NO1)N1CCc2ccccc2C1 (stereo unspecified)
  Y pestis TopoI: 8 | SARS 3CLpro inh: -2 | BH1578 lux ind: i | TcdB inh: 0.6 | PrPC surface inh: -1 | PfHsp40 rescue: 4.5 | Anthrax LF inh2: -14 | PriA SSB inh: 4 | BoNT A protease: -0.9

# Other entries
SMILES,Y pestis TopoI,SARS 3CLpro inh,BH1578 lux ind,TcdB inh,PrPC surface inh,PfHsp40 rescue,Anthrax LF inh2,PriA SSB inh,BoNT A protease
CCOC(=O)NN1C(=O)c2ccccc2NC1c1ccccc1O (stereo unspecified),-6,-1,-0.2,.,7,-1.4,-1,-1,-0.2
CCOc1ccc(CCNC(=O)CN2C(=O)CCSc3ccccc32)cc1,3,-1,-6.7,1.6,-7,-0.2,-6,-1,-3.8
COc1cc2c(cc1OC)CN(C(=O)CN1CCN(S(=O)(=O)c3ccccc3)CC1)CC2,21,1,0.4,0.5,-2,-0.3,3,2,0.9
O=c1[nH]c(CSc2ncnc3sccc23)nc2cc(C(F)(F)F)ccc12,0,5,-0.6,0.6,3,0.7,-3,-1,-1.2
COc1ccc(C2CC(c3ccccc3)=NN2C(=O)CSc2nccc(=O)[nH]2)cc1 (stereo unspecified),-4,4,i,2.1,-7,0.6,3,-14,1.1
CC1CC(C)CN(CC(=O)Nc2cc(S(=O)(=O)N3CCOCC3)ccc2N2CCCC2)C1 (stereo unspecified),24,.,-0.5,0.6,-2,-1.6,9,0,0.1
O=C(Nc1ccc(Cl)cc1)c1nc[nH]c1C(=O)Nc1ccccc1F,0,.,-0.5,1.0,6,.,-3,.,-0.4
CC1(C)Cc2nc3sc4c(SCC(=O)NC(c5ccccc5)c5ccccc5)ncnc4c3cc2CO1,3,0,-0.4,.,0,1.2,.,-12,.
O=C(CSc1ncn[nH]1)N1CCN(S(=O)(=O)c2ccccc2)CC1,1,-3,0.7,.,2,0.4,-10,-4,-0.6
CCCc1cc(C(=O)OCC(=O)N(CCC)c2c(N)n(Cc3ccccc3)c(=O)[nH]c2=O)sc1C,5,.,-1.6,1.7,7,-1.2,3,-11,1.8

# Retrieved by compound from the entries so far:
SMILES,Y pestis TopoI,SARS 3CLpro inh,BH1578 lux ind,TcdB inh,PrPC surface inh,PfHsp40 rescue,Anthrax LF inh2,PriA SSB inh,BoNT A protease
CC1CC(C)CN(CC(=O)Nc2cc(S(=O)(=O)N3CCOCC3)ccc2N2CCCC2)C1 (stereo unspecified),24,.,-0.5,0.6,-2,-1.6,9,0,0.1
O=C(Nc1ccc(Cl)cc1)c1nc[nH]c1C(=O)Nc1ccccc1F,0,.,-0.5,1.0,6,.,-3,.,-0.4
